Shiga inhibitor = A qHTS for Small Molecule Inhibitors of Shiga Toxin. Vero cells, Shiga toxin protein synthesis inhibition reporter. inhibition, % at 38.7 µM. hit rate 9.2% among 290,000; in the data active means inhibition mostly above about 28%, no sharp cut-off; inactive means mostly below about 43%; further: 0% is about no effect
Cycloheximide cs = Cycloheximide Counterscreen for Small Molecule Inhibitors of Shiga Toxin | cell reporter, cycloheximide protein synthesis inhibition counterscreen | AID 2314, 2010 | hit rate 12% among 300,000 | max response, %; in the data active means max response mostly above about 13%, no sharp cut-off; inactive means mostly below about 14%; further: read at 38.3 µM for the half of the compounds with a filed dose; 0% is about no effect
Numbers without * were called inactive; i = inactive; + = active, no number; & = joins results of further samples.

Each structure is followed by: Shiga inhibitor	Cycloheximide cs
1	O=C(c1ccc(Nc2nccc(-c3cc4ccccc4s3)n2)cc1)N1CCC(N2CCCC2)CC1
  -16	-18
2	Nc1nc(Cl)nc2c1ncn2C1OC(CO)C(O)C1F (stereo unspecified)
  -10	-3
3	COc1ccc(-c2nnc3n2N=C(c2ccccc2OC)CS3)cc1OC
  -3	-2
4	CC[C@H]1C(c2ccccc2)=NN(c2ccccc2)[C@@H]1CO
  i	3
5	CS/C(N)=C(C#N)/C(C#N)=C(\N)SC
  17	6
6	COc1cccc(C2=Nn3c(nnc3-c3ccccc3OC)SC2)c1
  2	-1
7	C=C1CCN(C(C(=O)NCc2ccc(Cl)c(Cl)c2)C(C)C)S(=O)(=O)c2ccccc21 (stereo unspecified)
  1	-1
8	CC[C@H](C)[C@H](NC(=O)[C@H](Cc1ccc(O)cc1)NC(=O)[C@H](CCCNC(=N)N)NC(=O)[C@H](CCCNC(=N)N)NC(=O)[C@H](CC(C)C)NC(=O)[C@H](CCC(N)=O)NC(=O)[C@@H](NC(=O)[C@H](CCC(=O)O)NC(=O)[C@H](Cc1ccc(O)cc1)NC(=O)[C@H](CCC(N)=O)NC(=O)[C@H](C)NC(=O)[C@H](CCCNC(=N)N)NC(=O)[C@H](CCC(N)=O)NC(=O)[C@H](CCC(=O)O)NC(=O)[C@H](Cc1cnc[nH]1)NC(=O)[C@@H](NC(=O)[C@H](C)NC(=O)[C@H](Cc1ccc(O)cc1)NC(=O)[C@H](CC(=O)O)NC(=O)CNC(=O)[C@@H]1CCCN1C(=O)[C@H](Cc1ccc(O)cc1)NC(=O)[C@H](CCSC)NC(=O)[C@@H]1CCCN1C(=O)[C@H](CCC(=O)O)NC(=O)[C@H](CC(C)C)NC(=O)[C@@H]1CCCN1C(=O)[C@H](C)N)[C@@H](C)O)[C@@H](C)O)C(=O)N[C@@H](CC(N)=O)C(=O)N[C@H](C(=O)N[C@@H](CC(C)C)C(=O)N[C@H](C(=O)N[C@@H](CCCNC(=N)N)C(=O)N1CCC[C@H]1C(=O)N[C@@H](CCCNC(=N)N)C(=O)N[C@@H](Cc1ccc(O)cc1)C(N)=O)[C@@H](C)O)[C@@H](C)O
  -1	-6
9	Nc1ncnc2c1ncn2[C@@H]1O[C@H](C(=O)N2CCN(CC(=O)Nc3cccc4c3CNC4=O)CC2)[C@@H](O)[C@H]1O
  -3	-7
10	C[C@@H]1O[C@@H](O[C@H]2CC[C@@H](O[C@H]3[C@H](O)C[C@H](c4ccc5c(c4O)C(=O)C4=C(C5=O)[C@@]5(O)C(=O)C[C@](C)(O[C@H]6CC[C@H](O[C@H]7C=CC(=O)[C@H](C)O7)[C@H](C)O6)C[C@@]5(O)C=C4)O[C@@H]3C)O[C@H]2C)C=CC1=O
  -21	-18
11	CSc1ccc([C@H]2CN3CCC[C@H]3c3ccccc32)cc1
  -11	-1
12	CSCC[C@H](NC(=O)[C@H](CC(C)C)NC(=O)CNC(=O)[C@@H]1CCCN1C(=O)[C@H](Cc1ccccc1)NC(=O)[C@H](Cc1ccccc1)NC(=O)[C@H](CC(=O)O)NC(=O)[C@H](Cc1cnc[nH]1)NC(=O)[C@H](CCSC)NC(=O)[C@@H](N)CC(=O)O)C(N)=O
  -6	-4
13	COc1ccc(NC=O)c(C(=O)CCNC(C)=O)c1
  -13	-2
14	Cc1cnc2c3c(cc(Cl)c2c1)-c1ccccc1S(=O)(=O)N3
  54*	73*
15	CCOC(=O)C1(C(C)C)Oc2ccccc2C(c2ccc(OC)cc2)=C1C(=O)OC (stereo unspecified)
  i	5
16	CC(C)OC(=O)c1cn(Cc2c(F)cccc2F)c2sc(-c3ccc(NC(=O)C(C)C)cc3)c(CN(C)Cc3ccccc3)c2c1=O
  -5	7
17	COc1ccc(-c2ccc(C)cc2)cc1C1C2C=CCC(C)C2C(=O)N1Cc1ccccc1 (stereo unspecified)
  -3	-5
18	CCCN1CCC(=O)N(C(CSc2ccc(Br)cc2)CC(C)C)CC1 (stereo unspecified)
  89*	36*
19	COc1ccc(S(=O)(=O)Nc2cccc3cccnc23)c([N+](=O)[O-])c1
  -7	31
20	CC(C)[C@H](NC(=O)[C@H](CCC(=O)O)NC(=O)[C@H](Cc1ccccc1)NC(=O)[C@@H](C)NC(=O)[C@@H](N)Cc1ccc(O)cc1)C(=O)N[C@H](C(=O)NCC(N)=O)C(C)C
  -5	-6
21	O=C(Nc1ccc(O)c2c(=O)cc(-c3ccccc3Cl)oc12)c1cc(Cl)cc(Cl)c1
  -6	-2
22	CCC1=C[C@@H]2CN(C1)Cc1c([nH]c3ccccc13)[C@@](C(=O)OC)(c1cc3c(cc1OC)N(C)[C@H]1[C@@](O)(C(=O)OC)[C@H](OC(C)=O)[C@]4(CC)C=CCN5CC[C@]31[C@@H]54)C2
  -3	-7
23	COc1ccc(C2=Nn3c(nnc3-c3ccccc3OC)SC2)cc1
  -2	-12
24	CCN(CC)CCC(c1cc(OC)c(OC)c(OC)c1)c1c(OC)cc(OC)c2c1OC(=O)CC2c1ccc(N(C)C)cc1 (stereo unspecified)
  -12	-1
25	O=c1cc(-c2cccc(F)c2)[nH]c2ccc(Cl)cc12
  +	9
26	C=Cc1cc(F)c(S(=O)(=O)N2CCN(S(=O)(=O)c3ccc4c(c3)OCCO4)CC2)cc1F
  -13	-10
27	Nc1ccc(-c2ccc(N)c(N)c2)cc1N
  37	9
28	CC(=O)OCC(NC(=O)C(Cc1ccccc1)NC(=O)OC(C)(C)C)C1OC(n2cc(F)c(=O)[nH]c2=O)C(OC(C)=O)C1OC(C)=O (stereo unspecified)
  -9	-2
29	CC(C)n1cnc2c(NCc3ccccc3)nc(NCCO)nc21
  -6	-3
30	O=C(Nc1cccc2cccnc12)OC(Cl)(Cl)Cl
  25	22*

The list goes on; the last six above are carried over.
Each structure is followed by: Shiga inhibitor	Cycloheximide cs
25	O=c1cc(-c2cccc(F)c2)[nH]c2ccc(Cl)cc12
  +	9
26	C=Cc1cc(F)c(S(=O)(=O)N2CCN(S(=O)(=O)c3ccc4c(c3)OCCO4)CC2)cc1F
  -13	-10
27	Nc1ccc(-c2ccc(N)c(N)c2)cc1N
  37	9
28	CC(=O)OCC(NC(=O)C(Cc1ccccc1)NC(=O)OC(C)(C)C)C1OC(n2cc(F)c(=O)[nH]c2=O)C(OC(C)=O)C1OC(C)=O (stereo unspecified)
  -9	-2
29	CC(C)n1cnc2c(NCc3ccccc3)nc(NCCO)nc21
  -6	-3
30	O=C(Nc1cccc2cccnc12)OC(Cl)(Cl)Cl
  25	22*
31	CCCN1CCC(=O)N(C(CSc2ccc(C)cc2)Cc2ccccc2)CC1 (stereo unspecified)
  -8	8
32	Cc1ccc(C2CC(=O)Oc3cc(C)c(Cl)cc32)cc1 (stereo unspecified)
  i	-2
33	COc1cc2c(c3oc4cccc(O)c4c(=O)c13)C1C=CO[C@@H]1O2 (stereo partly specified)
  -8	-14
34	NC1=N[C@H](O)[C@H]2C3O[C@]4(O)O[C@H](C(O)[C@@]2(N1)[C@@H]4O)C3(O)CO (stereo partly specified)
  -12	11
35	COC(=O)C1=C[C@@H](C(=O)OC)[C@@H]2C3=C(C(=O)[C@@]2(C)NC(=O)c2ccccc2)[C@H](C)[C@@H]2C(=O)N(c4ccccc4)C(=O)[C@@H]2[C@@H]3C1
  14	8
36	O=C(O)CO
  22	-6
37	NCCCCCc1cnc[nH]1
  16	-2
38	O=c1c(-c2ccc(O)cc2)coc2cc(O[C@@H]3O[C@H](CO)[C@H](O)[C@H](O)[C@H]3O)ccc12
  49*	11
39	CC(=O)CC(c1ccccc1)c1c(O)c2ccc(O)cc2oc1=O (stereo unspecified)
  -6	-5
40	COc1cc(C2CC(=O)Oc3ccc(O)cc32)cc(OC)c1OC (stereo unspecified)
  i	9
41	COc1ccco1
  -4	-4
42	O=C1C[C@H](c2ccccc2Cl)N1S(=O)(=O)c1ccccc1[N+](=O)[O-]
  -1	-4
43	Cc1ccc(S(=O)(=O)N2CCC(=O)N([C@H](COCc3cccc(C(F)(F)F)c3)Cc3ccccc3)CC2)cc1
  i	-4
44	CSc1cc2c(cc1C(F)(F)F)N(C(=O)Nc1cccnc1)CC2
  -4	-3
45	CCCCOCN(C(=O)CCl)c1c(CC)cccc1CC
  16	-1
46	COc1ccc(C2CC(c3ccccc3)Oc3ccc(OC)cc32)cc1 (stereo unspecified)
  3&19	9&13
47	COc1ccc(C2CC(O)(c3ccccc3)Oc3cc(C)c(Cl)c(C)c32)cc1 (stereo unspecified)
  -3	-3
48	COC(=O)C1=C[C@@H](C(=O)OC)[C@@H]2C3=C(C(=O)C2(C)C)[C@H](C)n2c(=O)n(C)c(=O)n2[C@@H]3C1
  28	12
49	CC(C)[C@H](NC(=O)[C@@H]1CSSC[C@H](NC(=O)[C@H](CC(=O)O)NC(=O)[C@H](C)NC(=O)[C@@H](NC(=O)CNC(=O)[C@H](C)N)[C@@H](C)O)C(=O)N[C@@H](Cc2ccccc2)C(=O)N[C@@H](Cc2c[nH]c3ccccc23)C(=O)N[C@@H](CCCCN)C(=O)N[C@@H](Cc2ccc(O)cc2)C(=O)N1)C(=O)O
  -6	-2
50	O=S1(=O)NCC23CCC(CC21)O3 (stereo unspecified)
  -15	5
51	COC1=C2C[C@@H](C)C[C@H](OC)[C@H](O)[C@@H](C)/C=C(\C)[C@H](OC(N)=O)[C@@H](OC)/C=C\C=C(/C)C(=O)NC(=CC1=O)C2=O
  -1	8
52	COc1cc2c(c(OC)c1OC)-c1c(cc3c(c1OC)OCO3)CC(C)C(C)(O)C2OC(=O)c1ccccc1 (stereo unspecified)
  19	-4
53	CCCCC(CC)C/C=C1\CC(C(=O)OCC)Oc2ccccc21 (stereo unspecified) (tested in a mixture with another compound)
  i	10
54	O=S(=O)(Nc1cc(Br)cc2cccnc12)c1cccc2ccccc12
  -4	6
55	COc1cccc(C2=Nn3c(nnc3-c3cc(OC)cc(OC)c3)SC2)c1
  -3	-3
56	CN(C)/[N+]([O-])=N/Oc1cc(ON=[N+]([O-])N2CCN(c3ncccn3)CC2)c([N+](=O)[O-])cc1[N+](=O)[O-]
  -3	9
57	COc1ccc(-c2ccc(C3C4C=CCCC4(C)C(=O)N3Cc3ccccc3)c(F)c2)cc1 (stereo unspecified)
  -4	8
58	COC(=O)c1ccc(-c2ccc(OC)c(C3C4C=CCC(C)C4C(=O)N3Cc3ccccc3)c2)cc1 (stereo unspecified)
  22	-1
59	CCCCCCC(=O)OC1CC(C)(C)NC(C)(C)C1
  -10&-4	-5&-5
60	COc1c(O)c(O)c2cc(OC)c3c(OC)cc(=O)c4c5c(=O)c(OC)c(C(C)=O)c6c5c(c1CC=6C)c2c34
  -5	1

Arranged by formula weight (lowest first): 4 of the compounds above
Each structure is followed by: Shiga inhibitor	Cycloheximide cs
36	O=C(O)CO
  22	-6
59	CCCCCCC(=O)OC1CC(C)(C)NC(C)(C)C1
  -10&-4	-5&-5
45	CCCCOCN(C(=O)CCl)c1c(CC)cccc1CC
  16	-1
35	COC(=O)C1=C[C@@H](C(=O)OC)[C@@H]2C3=C(C(=O)[C@@]2(C)NC(=O)c2ccccc2)[C@H](C)[C@@H]2C(=O)N(c4ccccc4)C(=O)[C@@H]2[C@@H]3C1
  14	8

Later entries:
Each structure is followed by: Shiga inhibitor	Cycloheximide cs
61	C/C=C1\COC(C(=O)NCCN2CCOCC2)(C(F)(F)F)C=C1C=C1CCCCC1 (stereo unspecified)
  -11	-7
62	CC1=CC(=O)C2=C(C)CC[C@H]3[C@H](C)C(=O)O[C@@H]3C12 (stereo partly specified)
  19	20
63	COc1cccc(S(=O)(=O)N2CCN(S(=O)(=O)c3ccc4c(c3)OCCO4)CC2)c1
  -13	-6
64	COc1ccc(C2/C=C\CN(C(=O)c3ccccc3)C(C)C(=O)N2Cc2ccc(F)cc2)cc1 (stereo unspecified)
  -14	0
65	O=C1C2C(c3ccccc3)CC=CC2C(c2ccc3ccccc3c2)N1Cc1ccccc1 (stereo unspecified)
  6	12
66	COc1ccc(C2C3C=CCC(C)C3C(=O)N2Cc2ccccc2)cc1Cl (stereo unspecified)
  6	-9
67	Cc1ccc2c(c1)C(=O)C1(O)CCN(c3ccccc3)C1=N2 (stereo unspecified)
  47	36*
68	O=C(Nc1cccc2cccnc12)C(F)(F)F
  -8	-1
69	O=C1CC(c2ccc3c(c2)OCO3)c2cc(O)ccc2O1 (stereo unspecified)
  i	-1
70	CCOC(=O)C1C(C(=O)OC)=C(c2ccc(F)cc2)c2ccc(OC)cc2N1S(=O)(=O)C(F)(F)F (stereo unspecified)
  28	6
71	CCCCCCCCCCCCCCCCn1cc[n+](Cc2ccccc2)c1C
  -23	-8
72	O=C1CC(c2ccco2)CC2=C1C(c1ccncc1)n1nc(C(F)(F)F)nc1N2 (stereo unspecified)
  -2	-5
73	CCN(CC)CCC(c1ccc(N(C)C)cc1)c1c(OC)cc(OC)c2c1OC(=O)CC2c1ccc(OC)cc1 (stereo unspecified)
  -4	-10
74	CC[C@@]1([C@@H]2O[C@@H]([C@H]3O[C@@](O)(CO)[C@H](C)C[C@@H]3C)C[C@@H]2C)CC[C@H]([C@]2(C)CC[C@]3(C[C@H](O)[C@@H](C)[C@@H]([C@@H](C)[C@@H](OC)C(C)C(=O)O)O3)O2)O1 (stereo partly specified)
  23	6

Copied from above: nos. 62 to 63
Each structure is followed by: Shiga inhibitor	Cycloheximide cs
62	CC1=CC(=O)C2=C(C)CC[C@H]3[C@H](C)C(=O)O[C@@H]3C12 (stereo partly specified)
  19	20
63	COc1cccc(S(=O)(=O)N2CCN(S(=O)(=O)c3ccc4c(c3)OCCO4)CC2)c1
  -13	-6

Screens deposited in PubChem by National Center for Advancing Translational Sciences (NCATS).

Some of the compounds tested (hit frequency here may not be typical).
